HGIII-sPLA2 inh – human group III sPLA2 inhibitors, primary screen, biochemical, QFRET, BODIPY PC-A2 liposome substrate. Group 3 secretory phospholipase A2 (Homo sapiens), Q9NZ20. QFRET BODIPY PC-A2 liposome hydrolysis, fluorescence. inhibition, % at 12.2 µM. 0.56% of 370,000 active. AID 743126, 2013;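 active = inhibition above mean plus 3 SD of compounds lying within the high and low control bounds, cut at about 19% in these data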;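 also: 0% = median of test compound wells and 100% = no enzyme DMSO wells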
DDE Tn6 FP inh – inhibitors of Tn6 peptide binding to fibrin DD(E), primary screen, biochemical, fluorescence polarization, human fibrin, Tn6 probe; inhibition, % at 8.3 µM; 0.21% of 370,000 active; Fibrin DD(E) TRITC-Tn6 fluorescence polarization displacement;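 active = inhibition above a per-campaign cutoff: mean of compounds within control limits plus 3 SD, cut at about 15% in these data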;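 also: 0% = median of all compound wells on the plate and 100% = blocking peptide control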
PLCg1 inh – PLC-gamma1 enzyme inhibitors, primary screen, biochemical, fluorescence, purified enzyme; 1-phosphatidylinositol 4,5-bisphosphate phosphodiesterase gamma-1 (Homo sapiens), P19174; fluorogenic substrate; inhibition, % at 12.2 µM; 0.84% of 370,000 active; AID 720700, 2013; in the data active = inhibition above about 9.5%
Target sequence (P19174 whole entry, looked up): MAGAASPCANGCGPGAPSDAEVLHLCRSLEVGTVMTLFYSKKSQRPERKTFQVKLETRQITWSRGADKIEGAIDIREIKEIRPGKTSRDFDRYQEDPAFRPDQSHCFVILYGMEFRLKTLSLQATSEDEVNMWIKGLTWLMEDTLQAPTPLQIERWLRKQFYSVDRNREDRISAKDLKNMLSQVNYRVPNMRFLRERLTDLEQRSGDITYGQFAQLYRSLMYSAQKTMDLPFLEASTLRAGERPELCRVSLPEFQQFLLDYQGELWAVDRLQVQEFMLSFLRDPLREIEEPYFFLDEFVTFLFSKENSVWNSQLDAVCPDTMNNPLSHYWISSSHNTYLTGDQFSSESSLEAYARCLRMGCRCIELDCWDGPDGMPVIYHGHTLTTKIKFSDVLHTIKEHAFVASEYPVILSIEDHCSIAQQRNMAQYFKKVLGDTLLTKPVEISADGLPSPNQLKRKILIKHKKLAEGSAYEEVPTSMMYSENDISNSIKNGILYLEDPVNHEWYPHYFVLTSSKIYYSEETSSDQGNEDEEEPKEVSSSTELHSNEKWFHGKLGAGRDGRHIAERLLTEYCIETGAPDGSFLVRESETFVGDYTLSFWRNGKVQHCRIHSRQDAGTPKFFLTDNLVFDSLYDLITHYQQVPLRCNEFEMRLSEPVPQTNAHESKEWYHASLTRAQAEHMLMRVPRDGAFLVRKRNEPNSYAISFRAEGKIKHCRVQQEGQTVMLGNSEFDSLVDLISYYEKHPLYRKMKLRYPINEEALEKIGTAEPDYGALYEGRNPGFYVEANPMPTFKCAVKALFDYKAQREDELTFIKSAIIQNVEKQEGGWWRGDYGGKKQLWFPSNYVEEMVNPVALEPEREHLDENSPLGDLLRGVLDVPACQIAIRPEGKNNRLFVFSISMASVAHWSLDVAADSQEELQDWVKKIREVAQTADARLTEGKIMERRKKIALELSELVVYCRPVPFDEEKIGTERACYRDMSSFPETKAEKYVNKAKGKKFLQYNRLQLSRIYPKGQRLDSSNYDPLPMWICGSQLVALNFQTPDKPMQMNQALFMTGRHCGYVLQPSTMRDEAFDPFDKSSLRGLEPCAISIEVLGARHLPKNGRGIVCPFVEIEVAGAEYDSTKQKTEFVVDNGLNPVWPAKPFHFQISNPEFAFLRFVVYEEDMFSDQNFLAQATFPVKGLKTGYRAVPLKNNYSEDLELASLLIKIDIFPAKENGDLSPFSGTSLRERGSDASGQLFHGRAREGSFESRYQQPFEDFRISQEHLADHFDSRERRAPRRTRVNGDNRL
proKLK7 act – proKLK7 zymogen activators, primary screen, biochemical, fluorescence intensity; Kallikrein-7 (Homo sapiens), P49862; purified proKLK7, EDANS-DABCYL substrate fluorescence; 100% is mature enzyme control, 0% vehicle; activation, % at 7 µM; 0.9% of 370,000 active; AID 652039, 2013;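 active = activation above the mean of all tested compounds plus 3 SD, computed per campaign excluding outliers beyond control limits, cut at about 13% in these data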
Rev-erbA mod – modulators of Rev-erb alpha DNA binding, primary screen, biochemical, FITC-DNA, fluorescence polarization, uHTS; Rev-erbα–FITC-DNA binding, 90 min; 0.79% of 370,000 active; Nuclear receptor subfamily 1 group D member 1 (Homo sapiens), P20393; AID 1259318, 2017; activity, % at 10 µM;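 active = activity above about 14%, limit read from the data; passing the limit was not always enough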;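 also: 0% = DMSO wells with 35 nM protein and 100% = DMSO wells with 750 nM protein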
PLCb3 inh – human PLC-beta3 inhibitors, primary screen, biochemical, fluorescence; Purified PLC-beta3, fluorogenic substrate; 0.18% of 370,000 active; inhibition, % at 12.2 µM; in the data active = inhibition above about 11%;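 also: 0% = median of compound wells on plate and 100% = full blocker control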
ASAP1 GAP inh – inhibitors of human ASAP1 ArfGAP activity, primary screen, biochemical, fluorescence polarization; Arf-GAP with SH3 domain, ANK repeat and PH domain-containing protein 1 (Homo sapiens), …; ASAP1-stimulated ARF1 GTP hydrolysis, GDP FP detection; inhibition, % at 16.5 µM; 0.19% of 360,000 active; in the data active = inhibition above about 25%;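 also: 0% = vehicle with enzyme and substrate and 100% = no enzyme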
ARFGAP1 inh – inhibitors of rat ARFGAP1 GAP activity, primary screen, biochemical, fluorescence polarization, GDP tracer; Arfgap1-stimulated ARF1 GTP hydrolysis, GDP FP detection; inhibition, % at 16.5 µM; 0.26% of 360,000 active; AID 651572, 2012;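 active = inhibition above a per-plate limit, mean inhibition of low control wells plus 3 SD, cut at about 25% in these data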;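 also: 0% = DMSO wells with enzyme and 100% = wells lacking Arfgap1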
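Material: rat Arfgap1 catalytic domain, aa 1-136; also added: human ARF1(Δ1-17)-GTP substrate; compound dosing: one concentration, 16.5 µM, DMSO 1.26%; incubation: GTP hydrolysis reaction 2 h at 25 °C; measured by: Tracer-displacement fluorescence polarization with EDTA stop, 620/688 nm; evaluation: % inhibition from polarization; repeats: one replicate per compound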
DDE Tn7 FP inh – inhibitors of Tn7 peptide binding to fibrin DD(E), primary screen, biochemical, fluorescence polarization, human fibrin, Tn7 probe | 0.13% of 370,000 active | Fibrinogen beta chain (Homo sapiens), P02675 | FP displacement of FITC-Tn7 peptide from fibrin DD(E); 0% = median of compound wells per plate | inhibition, % at 8.3 µM;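 active = inhibition above the mean of compounds falling within the control limits plus 3 SD of them, cut at about 14% in these data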;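 also: 0% = plate median of compound wells and 100% = 10 µM Aha-Tn7 peptide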
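Assay system: Human clot-derived fibrin DD(E) complex | Buffer or medium: Tris/NaCl/CaCl2 buffer, pH 7.8 | Repeats: One replicate per compound | Benchmarks: Aha-Tn7 high control | Measure: % inhibition scaled between sample-field median and high-control FP | Schedule: 10 min plus 3 h, room temperature | Signal: Fluorescence polarization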
UHRF1 binding – UHRF1 methylated DNA binding inhibitors, primary screen, counter-screen for MBD2 inhibitor project, biochemical, TR-FRET, human UHRF1, single concentration; AID 687016, 2013; E3 ubiquitin-protein ligase UHRF1 (Homo sapiens), Q96T88; inhibition, % at 4.4 µM; UHRF1 binding to methylated oligo; 0.75% of 370,000 active; in the data active = inhibition above about 21%;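 also: UHRF1 SRA domain binding a hemimethylated CpG hairpin DNA probe; 0% = median of test compound wells and 100% = reference inhibitor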
Active calls of the source: *; . = not tested or not shown.

SMILES	HGIII-sPLA2 inh	DDE Tn6 FP inh	PLCg1 inh	proKLK7 act	Rev-erbA mod	PLCb3 inh	ASAP1 GAP inh	ARFGAP1 inh	DDE Tn7 FP inh	UHRF1 binding
O=C1NC[C@H](Cc2ccccc2)N(C[C@H]2CCCN2C[C@H](Cc2ccccc2)N2C[C@H](Cc3ccc(O)cc3)N(CC3CCCCCC3)C(=O)C2=O)C1=O	-27	-6	2	0.0	1	8	6	4	0	0
O=C1CN(c2nc(-c3cccnc3)nc3sc4c(c23)CCCC4)CCN1	-8	-5	-294	-1.4	7	-441	9	5	-1	-3
CN(C(=O)COC(=O)Cc1c(Cl)cccc1Cl)C1CCS(=O)(=O)C1 (stereo not drawn)	10	2	0	-0.6	1	-6	-10	-9	2	1
CCCNC(=O)c1ccc(N2CC3CC(C2)c2cccc(=O)n2C3)c(NC(=O)Nc2ccc(CC)cc2)c1 (stereo not drawn)	-3	-9	4	0.5	-3	-6	-5	-3	-5	-2
NC(Cc1ccccc1)c1csc(Nc2ccc(C(=O)c3ccccc3)cc2)n1 (stereo not drawn)	7	6	-110	-1.0	5	-169	12	3	-7	1
CCOC(=O)Nc1ccc2c(c1)N(C(=O)CCN(C)C)c1ccccc1S2	-4	-1	5	-0.7	-1	-4	9	-1	-1	1
Cc1occc(=O)c1OCc1ccc(Cl)cc1Cl	11	-8	2	0.0	3	1	11	9	-2	6
Cc1ccc(S(=O)(=O)N2CCCCC2)cc1NC(=O)c1cccs1	-4	5	1	0.4	-6	0	-15	3	5	-1
CCCCC(=O)Nc1cccc(NC(=O)c2cccnc2Cl)c1	-1	15	1	-0.6	0	-5	5	-1	0	0
CCn1c(SCc2c(F)cccc2Cl)nnc1-c1ccco1	4	6	-1	0.0	-9	-5	-2	-14	0	0
CC1CN(Cc2ccccn2)CCC1=O (stereo not drawn)	3	7	7	-0.2	-1	2	-10	4	-2	-2
CC(C)C(c1nnnn1CC1CCCO1)N1CCN(Cc2ccc3c(c2)OCO3)CC1 (stereo not drawn)	-9	10	0	0.7	-2	-1	-7	-8	2	-5
CCC(C(=O)NCCCN1CC(C)CC(C)C1)n1ncn2c(cc3occc32)c1=O (stereo not drawn)	0	0	-1	-0.1	-5	-2	0	13	-4	-2
COc1cccc(-n2cc(C(=O)O)c3ccccc3c2=O)c1	-4	6	2	0.1	-8	-5	4	8	3	20
Cc1ccc(S(=O)(=O)NNC(=O)C2CCN(S(=O)(=O)c3ccc(C)cc3)CC2)cc1	-35	0	6	0.1	-1	0	-6	0	6	4
CCOc1cc(/C=C2\SC(=S)N(NS(=O)(=O)c3ccccc3)C2=O)ccc1O	-13	-13	-39	0.1	8	-49	-5	-17	-7	-8
CCCCN(C(=O)CSc1nncn1-c1ccccc1)c1c(N)n(Cc2ccccc2)c(=O)[nH]c1=O	-11	1	-28	0.1	1	3	3	-6	-5	-1
COCCNC(=O)C(=O)c1cc(C)n(-c2ccc([N+](=O)[O-])cc2)c1C	7	-2	6	0.6	5	4	2	-14	-4	0
O=C(NCc1ccccn1)Nc1ccc(Cl)c(Cl)c1	-2	-5	2	0.7	3	4	14	-4	-6	-1
O=C(NC1CCCCC1)c1ccc2c(c1)OCO2	2	1	2	-0.3	0	-3	-4	12	3	0
CNC(=S)Nc1cccc(S(=O)(=O)NCc2ccco2)c1	4	4	1	-1.3	0	0	-3	-1	0	0
O=C(NCc1ccccc1)c1cc(C2COCCN2C(=O)c2ccc3c(c2)CCO3)on1 (stereo not drawn)	4	5	1	0.0	-2	8	10	7	3	2
CC(=O)c1ccc(NS(=O)(=O)c2ccc(CC(C)C)cc2)cc1	-34	5	-1	-0.2	-7	-4	-4	5	-6	2
O=C(Nc1cc(Cl)ccc1-n1cncn1)c1ccc(Br)o1	10	8	-4	0.2	-12	-3	10	-4	-8	0
CCCCC1CCc2[nH]nc(C(=O)O)c2C1 (stereo not drawn)	-3	-3	3	-0.2	-4	2	-6	2	-3	1
CCN1CCN(c2nc(S(=O)(=O)c3ccc(C)cc3)c(Cl)s2)CC1	-6	-3	1	0.1	-8	1	-1	5	2	0
Cc1cc(C)c(NC(=O)CNC(=O)COC(=O)CNC(=O)c2ccc(Cl)cc2Cl)c(C)c1	-2	3	0	0.0	4	-9	15	11	4	-1
O=C(NNC(=O)c1ccccc1[N+](=O)[O-])c1ccccn1	-2	3	-1	0.0	-2	4	-9	7	6	0
CC(=O)N1c2ccc(S(=O)(=O)N3CCC(C(=O)Nc4cccc(C)c4)CC3)cc2CC1C (stereo not drawn)	-6	2	-1	0.5	1	-8	-6	14	-2	1
Cn1c(=O)c2c(SCC(=O)NC3CCCC3)nc(CC(C)(C)C)nc2n(C)c1=O	4	9	2	0.0	5	-6	-6	2	6	1

Single records, as listed above. Order of screens: HGIII-sPLA2 inh	DDE Tn6 FP inh	PLCg1 inh	proKLK7 act	Rev-erbA mod	PLCb3 inh	ASAP1 GAP inh	ARFGAP1 inh	DDE Tn7 FP inh	UHRF1 binding
O=C(NCc1ccccc1)c1cc(C2COCCN2C(=O)c2ccc3c(c2)CCO3)on1 (stereo not drawn) across the screens: 4	5	1	0.0	-2	8	10	7	3	2
CCN1CCN(c2nc(S(=O)(=O)c3ccc(C)cc3)c(Cl)s2)CC1 across the screens: -6	-3	1	0.1	-8	1	-1	5	2	0
Cc1ccc(S(=O)(=O)NNC(=O)C2CCN(S(=O)(=O)c3ccc(C)cc3)CC2)cc1 across the screens: -35	0	6	0.1	-1	0	-6	0	6	4

New compounds follow
SMILES	HGIII-sPLA2 inh	DDE Tn6 FP inh	PLCg1 inh	proKLK7 act	Rev-erbA mod	PLCb3 inh	ASAP1 GAP inh	ARFGAP1 inh	DDE Tn7 FP inh	UHRF1 binding
COc1ccc(NC(=O)N(C)C[C@H]2Oc3ccc(NS(=O)(=O)c4ccccc4)cc3C(=O)N([C@H](C)CO)C[C@@H]2C)cc1	0	5	1	0.5	-3	0	0	4	-1	-5
COc1ccc(-c2cc(C(F)(F)F)nc(N3CCCCCC3)n2)cc1	0	5	0	-0.6	4	0	-14	-6	2	0
CC(C)CC1=NN2C(=N)/C(=C\c3coc4ccccc4c3=O)C(=O)N=C2S1	-5	-12	-180	24*	1	-205	-6	-9	-6	-13
COc1ccccc1N1CCN(C(=O)CN(c2cc(C)cc(C)c2)S(C)(=O)=O)CC1	-11	-2	8	-0.6	2	6	-8	-11	-5	6
O=C(N/N=C/c1ccc(OC(=O)c2ccco2)cc1)c1ccncc1	1	3	2	-0.1	-1	-4	7	-12	-2	-1
Cc1onc(-c2ccccc2)c1C(=O)/C=C/N(C)C	-12	-6	-4	-0.5	-5	-12	10	18	-5	3
CC(C)OP(=O)(OC(C)C)C(Nc1ccccc1)c1cccc([N+](=O)[O-])c1 (stereo not drawn)	3	7	3	0.0	6	-6	-6	-5	4	-2
Cc1cccc(C(=O)NC(C)c2ccc(-n3ccnc3)cc2)c1C (stereo not drawn)	9	5	1	-0.1	2	-7	5	-10	6	4
COc1ccc(N2CCN(CCC(O)c3ccc4ccccc4c3)CC2)cc1 (stereo not drawn)	-4	-2	2	0.1	0	-1	8	-6	-6	-1
Cc1cc(C(=O)N/N=C/C=C/c2ccccc2[N+](=O)[O-])c(C)o1	-1	-5	1	0.3	-1	-1	12	15	-3	-5
O=[N+]([O-])c1cccc(-c2ncc3ccccn23)c1	-4	-4	-3	-0.4	-3	-7	8	7	-6	-4
O=C(C1CCN(S(=O)(=O)c2cccc3cccnc23)CC1)N1CCN(C2CCCC2)CC1	-3	10	-3	0.9	8	-3	-6	-15	7	-2
O=C(N/N=C/c1cc(Br)ccc1O)C(=O)Nc1ccccc1OC(F)(F)C(F)F	-4	5	-26	-0.2	-2	-40	-6	-4	10	-3
CN(Cc1ccccc1)C(=O)COC(=O)c1cc([N+](=O)[O-])ccc1N1CCOCC1	4	5	4	0.8	13	4	-2	-4	-3	-1
CC(C)[C@H](NC(=O)c1ccco1)C(=O)N(C)Cc1ccc(C(F)(F)F)cc1	3	0	0	0.1	0	-3	-3	1	7	1
Cc1ccc(S(=O)(=O)N2CCN(CC(O)COc3ccccc3)CC2)cc1 (stereo not drawn)	2	5	2	0.2	4	-9	-11	0	4	5
CC(C)OCCCN1CC(=O)N2C(c3cccc([N+](=O)[O-])c3)c3[nH]c4ccccc4c3C[C@H]2C1=O (stereo partly drawn)	-25	0	-1	0.3	0	1	-10	-3	0	0
O=S(=O)(Nc1ccc2c(c1)OCCO2)c1ccc2oc3ccccc3c2c1	-58	-2	5	0.1	-3	5	4	-7	0	-4
Cc1ccsc1/C=N/Nc1nc2ccccc2[nH]1	9	1	-40	-1.9	2	-42	-17	10	-6	-7
CCOC(=O)c1cc(-c2ccccc2C)nn1Cc1cc(CC)no1	3	4	-1	0.3	-5	1	-1	2	5	1
C=C1CCN(C(C(=O)OC)C(C)C)S(=O)(=O)c2ccc(F)cc21 (stereo not drawn)	3	12	0	-0.1	0	2	-15	-5	5	-2
CCn1nc(C(=O)Nc2cccc(C(F)(F)F)c2)c(Cl)c1Cl	0	-5	2	-0.1	.	1	-7	12	-2	-2
Nc1cc(S(=O)(=O)N2CCOCC2)ccc1Oc1cccc(Br)c1	-8	2	0	0.2	4	-3	-9	2	-6	-3
Cn1c(/C=C/c2ccccc2)nc2ccccc21	-3	2	-257	7.3	-2	-367	2	12	3	-7
O=C(NC(=S)Nc1ccc(CN2CCOCC2)cc1)c1cc2ccccc2o1	3	2	-1	-0.5	-3	2	0	-2	-6	15
O=Cc1ccc(Oc2ccc(F)cc2)nc1	3	5	-2	0.1	-4	-1	-3	-5	6	-1
O=C(NCCO)/C(=C\c1cccc([N+](=O)[O-])c1)NC(=O)c1cccs1	0	-11	0	0.3	-4	-3	-7	8	0	-1
COCCN(CC(=O)Nc1cccc(C)c1C)C(=O)C1CCN(S(=O)(=O)c2ccccc2)CC1	0	1	0	-0.4	-1	-7	3	6	1	-1
CCCN(CCC)S(=O)(=O)c1cc2c3c(c1)CCN3C(=O)CC2	-9	0	2	0.0	-4	-7	-3	1	-3	-2
Cc1[nH]c2ccc(C(=O)OC(C)C(=O)N(C)C3CCCCC3)cc2c1C (stereo not drawn)	-56	-3	-9	0.1	-1	-21	-13	10	4	3

High-throughput results from PubChem.
